Compound activity deposited in PubChem BioAssay by The Scripps Research Institute Molecular Screening Center.
CHO-K1 Ca antag: counter-screen for M1 antagonists: effect in parental CHO-K1 cells; ATP-induced calcium, Fluo-8 fluorescence; inhibition, % at 3 µM; actives 0.6% (n = 360,000); AID 602250;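 active = inhibition above a per-plate cutoff, the plate's mean sample inhibition plus 3 SD, cut at about 24% in these data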;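 note: 0% = DMSO plus EC80 ATP and 100% = DMSO alone without ATP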
OXTR potentiator: human OXTR potentiators, primary screen, fluorescence, CHO-OTR cells, Fluo-8 calcium. Fluo-8 calcium fluorescence, potentiator mode; 0% = oxytocin EC15, 100% = EC100. activation, % at 3 µM. actives 0.061% (n = 320,000). AID 2445, 2010;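 active = activation above that plate's cutoff, the mean activation of tested compounds plus 3 SD, cut at about 6.6% in these data, passing the limit was not always enough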;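 note: 100% uses oxytocin at 75 nM as the full agonist control; some results filed as inactive read as strong as hits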
Target sequence (P30559 whole entry, looked up): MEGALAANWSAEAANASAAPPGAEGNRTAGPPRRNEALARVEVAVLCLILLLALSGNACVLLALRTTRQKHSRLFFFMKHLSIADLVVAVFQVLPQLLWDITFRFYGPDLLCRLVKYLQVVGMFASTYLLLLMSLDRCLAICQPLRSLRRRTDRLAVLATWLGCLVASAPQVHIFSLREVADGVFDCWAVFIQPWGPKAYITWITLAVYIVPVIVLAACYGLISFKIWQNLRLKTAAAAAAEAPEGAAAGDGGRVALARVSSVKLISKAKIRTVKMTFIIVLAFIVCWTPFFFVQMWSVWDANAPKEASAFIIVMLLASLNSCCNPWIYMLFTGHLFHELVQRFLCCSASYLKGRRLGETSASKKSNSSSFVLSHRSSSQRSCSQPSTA
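assay system = CHO-OTR cells, human receptor | schedule = compound 6 min at room temperature before oxytocin, 100 s read | detection = Fluo-8 intracellular calcium fluorescence, ex 470-495, em 515-575 nm | evaluation = normalized max/min fluorescence ratio, % activation | control set = EC15 oxytocin alone as 0%, 75 nM oxytocin (EC100) as 100%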
TAAR1 antagonist: human TAAR1 antagonists, primary screen, Fluo-8 calcium fluorescence, CHO RD-HGA16 cells; Trace amine-associated receptor 1 (Homo sapiens), Q96RJ0; antagonist; inhibition, % at 3 µM; actives 1.5% (n = 360,000);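 active = inhibition above a per-plate cutoff, the mean inhibition of test compounds on that plate plus 3 SD, cut at about 49% in these data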;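 note: 0% = DMSO plus EC80 beta-PEA response and 100% = DMSO alone without agonist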
Target sequence (Q96RJ0 whole entry, looked up): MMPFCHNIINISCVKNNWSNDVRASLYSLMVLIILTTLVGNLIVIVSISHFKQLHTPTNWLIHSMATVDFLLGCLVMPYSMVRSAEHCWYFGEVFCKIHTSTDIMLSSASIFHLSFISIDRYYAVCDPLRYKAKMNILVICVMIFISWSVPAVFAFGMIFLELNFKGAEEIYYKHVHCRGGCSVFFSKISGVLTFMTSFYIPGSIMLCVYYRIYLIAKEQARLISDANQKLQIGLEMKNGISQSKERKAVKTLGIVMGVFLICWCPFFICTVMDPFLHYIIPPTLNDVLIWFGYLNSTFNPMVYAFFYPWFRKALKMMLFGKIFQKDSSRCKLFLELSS
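Test system: RD-HGA16 CHO cells with stable hTAAR1 and Gα16 / Probe or stimulus: EC80 β-phenethylamine stimulus / Times: seeding 17-24 h prior, 75-min 37 °C, 30-min RT dye loading / Detection: Fluo-8 calcium-sensitive fluorescence / Read-out basis: % inhibition scaled between DMSO and EC80 PEA controls / Repeats: singlicate, one well per test compound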
M1 ag parental: counter-screen for M1 agonists: effect in parental CHO-K1 cells. AID 602248, 2012. Fluo-8 calcium fluorescence; scaled to maximal ATP response, vehicle zero. actives 0.48% (n = 360,000). activation, % at 3 µM; in the data active = activation above about 15%;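 note: untransfected CHO-K1 host cells lacking M1 receptor as counterscreen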
CHRM1 agonist: human M1 muscarinic receptor agonists, primary screen, Fluo-8 calcium fluorescence, CHO-K1 cells, HTS; Muscarinic acetylcholine receptor M1 (Homo sapiens), P11229; CHO-K1 hM1, agonist mode; 0% DMSO, 100% acetylcholine EC100; activation, % at 3 µM; actives 0.33% (n = 360,000); AID 588814, 2011;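 active = activation above the run's mean compound activation plus 3 SD, cut at about 16% in these data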;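 note: peak over basal fluorescence ratio within a 140 s kinetic read after compound addition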
M1 PAM parental: nonselective calcium activators in parental CHO-K1 cells, primary screen, counter-screen for M1 PAM project, cell-based, Fluo-8 calcium fluorescence, full deck, 1536-well. ATP EC20; 0% at ATP EC20, 100% at ATP max. actives 0.02% (n = 360,000). AID 602247, 2012. activation, % at 3 µM;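 active = activation above the run cutoff, the mean activation of all test compounds plus 3 SD, cut at about 40% in these data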;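 note: peak over basal fluorescence ratio in a 140 s read after ATP addition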
TAAR1 ag: human TAAR1 agonists, primary screen, Fluo-8 calcium fluorescence, CHO RD-HGA16 cells; vehicle wells 0%, saturating PEA agonist 100%; Trace amine-associated receptor 1 (Homo sapiens), Q96RJ0; activation, % at 3 µM; actives 0.99% (n = 360,000); AID 624467, 2012;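 active = activation above the mean activation of all test compounds in the run plus 3 SD, cut at about 38% in these data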
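System: CHO RD-HGA16 cells carrying human TAAR1 plus Gα16; Incubation: 17-24 h seeding, 75 min 37 °C dye, 30 min RT; Measured by: Fluo-8 fluorescence, 5 s baseline then 140 s kinetic read; Control set: DMSO and PEA EC100; Replication: single well for each compound.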
CHRM1 antagonist: human M1 muscarinic receptor antagonists, primary screen, CHO-K1 cells, Fluo-8 calcium fluorescence, 1536-well; actives 1.3% (n = 360,000); CHO-K1 hM1, ACh EC80 antagonist; inhibition, % at 3 µM; Muscarinic acetylcholine receptor M1 (Homo sapiens), P11229;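 active = percent inhibition above its own plate's cutoff, namely the mean of that plate's compound wells plus 3 SD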;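 note: peak over basal fluorescence ratio during 140 s after agonist addition; 0% = ACh EC80 plus DMSO and 100% = DMSO alone without agonist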
CHO parental Ca: ATP-evoked calcium signal inhibitors, parental CHO, primary screen, counter-screen for OX1R antagonist project, cell-based, fluorescence, Fluo-8 calcium dye; parental CHO-K1, ATP-induced calcium, Fluo-8 fluorescence; inhibition, % at 5.6 µM; actives 0.63% (n = 330,000); AID 463079, 2010;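 active = inhibition above that plate's mean sample inhibition plus 3 SD, cut at about 26% in these data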;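 note: 0% = ATP-challenged DMSO wells and 100% = DMSO wells without ATP; some compounds past the cut are filed as inactive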
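Measured by: calcium-sensitive Fluo-8 fluorescence / Test system: CHO parental line / Controls: ATP-challenged DMSO wells low, unchallenged DMSO wells high / Measure: % inhibition / Compound: single nominal dose of 5.6 µM per compound / Replicates: single well per compound, no replicates / Reagent: ATP as calcium-mobilizing challenge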
Numbers without * were called inactive; nt = no result given.

SMILES	CHO-K1 Ca antag	OXTR potentiator	TAAR1 antagonist	M1 ag parental	CHRM1 agonist	M1 PAM parental	TAAR1 ag	CHRM1 antagonist	CHO parental Ca
OC(COc1ccc2c(c1)OCO2)CN1CCN(c2ccccc2)CC1 (stereo not drawn)	-13	-9	-1	1.9	-9	17	1	-6	-14
Cc1ccc(C)c(/C(O)=C2/C(=O)C(=O)N(CCN3CCOCC3)C2c2ccc(C)o2)c1 (stereo not drawn)	-7	-10	8	0.4	-6	15	24	-3	-6
COc1ccc(O)c(/C=C(\C#N)C(=O)Nc2ccccn2)c1	1	nt	-17	0.8	-3	8	4	-9	nt
CCN1CCN(c2nc3c(c(=O)[nH]c(=O)n3C)n2CCCc2ccccc2)CC1	-2	-7	-11	-0.7	-12	16	1	-6	-3
c1ccc(Sc2ccccn2)cc1	1	4	-52	-0.1	-2	14	1	-14	0
COc1ccc(NC2c3ccccc3C(=O)N2c2ccccn2)cc1 (stereo not drawn)	-16	0	-22	0.3	-2	8	-5	-40	-24
Cc1cc(C)cc(N2CC34C=CC(O3)C(C(=O)OCC(=O)NCc3ccco3)C4C2=O)c1 (stereo not drawn)	9	-2	1	-0.5	-5	-4	0	-10	-18
O=C(O)c1ccc(N2CCS(=O)(=O)CC2)cc1	-3	-13	2	-0.2	-6	12	9	-3	9
CCOC(=O)C1CCCN(Cc2cccc(Oc3ccccc3)c2)C1 (stereo not drawn)	-1	-7	-11	0.1	-7	15	6	4	-24
COc1ccc(NC(=O)c2ccc(NS(=O)(=O)c3c(C)noc3C)cc2)cc1OC	-1	-19	1	-0.7	-5	-2	1	-1	-6
Oc1ccc(/C=N/Nc2cc(N3CCOCC3)nc(N3CCOCC3)n2)cc1O	-10	-4	1	0.8	-3	19	7	-10	5
CCN(CC)CCN(C(=O)c1c(F)cccc1F)c1nc2cc(C)cc(C)c2s1	-14	-12	-42	0.7	-4	18	4	-9	-15
Cc1ccc(/C(COc2ccccc2O)=N\O)cc1	-11	-2	4	1.0	-9	2	-3	26	-8
CCCCc1cc2ccccc2c(OCCN(C)C)n1	-18	-9	-5	2.9	-7	19	35	56*	-28
COc1ccc(-c2nnc(SCC#N)o2)cc1	-1	-8	2	-0.1	-2	5	0	4	2
CCOC(=O)Cc1csc(NC(=O)CSc2nc(-c3ccccc3)c(C#N)c(=O)[nH]2)n1	-3	-14	-13	-0.6	-1	4	5	8	-1
CC(C)N(C)c1ncnc2c1ncn2[C@H]1CN(CCN2CCOCC2)C[C@@H](CO)O1	-4	nt	9	0.1	-3	-8	0	11	nt
CCn1c(C)nc2cc(C(=O)NNC(=S)Nc3ccc(Cl)cc3Cl)ccc21	-8	-7	1	0.0	-5	25	0	-2	-13
Cc1cccc(C)c1NC(=O)COC(=O)c1ccc2[nH]c3c(c2c1)CCCC3	-6	-4	-15	0.4	1	12	1	-9	5
CSCC(=O)NC1CCCN(C2Cc3ccccc3C2)C1 (stereo not drawn)	5	3	2	0.5	-2	-11	0	-9	-8

The last two compounds of the part above lead into the next.
SMILES	CHO-K1 Ca antag	OXTR potentiator	TAAR1 antagonist	M1 ag parental	CHRM1 agonist	M1 PAM parental	TAAR1 ag	CHRM1 antagonist	CHO parental Ca
Cc1cccc(C)c1NC(=O)COC(=O)c1ccc2[nH]c3c(c2c1)CCCC3	-6	-4	-15	0.4	1	12	1	-9	5
CSCC(=O)NC1CCCN(C2Cc3ccccc3C2)C1 (stereo not drawn)	5	3	2	0.5	-2	-11	0	-9	-8
Cc1ccc2nc(SCC(=O)NCCc3ccccc3)nc(=O)n2c1	7	0	-7	0.0	-3	13	2	5	10
COc1ccc(-c2cc(C(=O)Nc3cc(C)nn3-c3ccccc3)no2)cc1OC	-7	4	10	0.1	-3	-2	1	-4	-5
CN(Cc1ccccc1)C(=O)c1[nH]cnc1C(=O)N[C@@H](Cc1ccccc1)C(=O)OC(C)(C)C	2	-5	20	1.5	-4	-4	10	0	-28
Cc1ccc2oc(=O)c3cc(C(=O)NCCCN4C(C)CCCC4C)sc3c2c1 (stereo not drawn)	-15	-5	-6	1.3	-5	26	1	-1	-24
Cc1ccc(S(=O)(=O)NCCc2nc3ccccc3[nH]2)cc1	-21	2	2	2.1	-2	-1	0	-13	0
COc1cc(/C=N/NC(N)=S)ccc1OC(=O)c1ccc(C)cc1	-10	-24	-1	0.8	-2	17	15	1	-3
Cc1cccc(N(CC(O)CN2CCOCC2)S(=O)(=O)c2ccccc2)c1 (stereo not drawn)	-9	-10	-17	0.3	-4	-5	4	-5	-31
CCc1ccc(N(CC(=O)NC)S(C)(=O)=O)cc1	-13	-12	-5	0.6	2	14	0	-5	4
Nc1nc(N)nc(-c2ccccn2)n1	-5	-4	8	0.2	-1	16	8	-18	10
COc1cccc(-c2nc(N)nc(SC)c2C#N)c1	-5	-8	-12	-0.2	1	-11	-1	-13	-10
COc1ccc([C@H]2[C@H](C(=O)C(C)(C)C)N3N=Cc4ccccc4C3[C@]23N=C(c2ccccc2)OC3=O)cc1OC (stereo partly drawn)	-4	-5	nt	0.5	-6	10	nt	-10	-19
O=C(CCc1nnc(CCCCc2ccccc2)o1)NCc1cccc(F)c1	13	1	10	0.0	-7	13	3	-4	-22
O=C(O)COc1ccc(/C=C/C(=O)c2ccc3ccccc3c2)cc1	-7	3	nt	0.2	-2	6	nt	1	-10
CC(C)c1ccc2oc(=O)cc(CN3CCCCC3)c2c1	-8	2	-23	-1.0	-7	14	0	-9	-20
COc1cccc(CC2(CO)CCCN(Cc3[nH]c4ccc(C)cc4c3C)C2)c1 (stereo not drawn)	-1	-2	17	0.8	-3	4	18	-2	0
COc1ccccc1-c1nnc(SCC(=O)Nc2oc(C)c3c(C)n[nH]c(=O)c23)n1C	-8	4	-21	1.2	-2	12	4	-4	-7
O=C(Nc1ccncc1)c1ccc([N+](=O)[O-])cc1Cl	1	-2	-2	6.7	-3	4	-1	5	5
C/C(=N\NC(=O)c1ccccc1F)c1ccccn1	1	-1	-8	0.9	-2	16	4	-8	-1
Cc1noc(C)c1C(=O)Nc1nccs1	-9	-4	-7	0.9	-4	2	1	4	-4
O=C1NC(=Nc2ccc3ccccc3c2)S/C1=C/c1ccco1	4	-7	-8	0.0	-2	-4	0	15	-13
CC1CCN(S(=O)(=O)c2ccc(C(=O)Nc3nnc(C4CC4)o3)cc2)CC1	2	6	-29	-0.2	-3	6	1	-10	-17
C=CCOC(=O)C1=C(C)NC(=O)NC1c1cc2c(cc1Br)OCO2 (stereo not drawn)	13	2	-2	1.8	0	11	2	-10	-8
COCCNc1nc(SCC(=O)N2CCN(c3ccccc3)CC2)nc2ccccc12	-1	-4	7	0.8	-7	-7	5	12	-19
Cc1nc([N+](=O)[O-])c(N2CCOCC2)n1Cc1ccccc1	3	-3	18	0.4	-1	-17	0	-13	2
c1cc(CNCCN2CCNCC2)ccn1	1	nt	-21	-0.2	-1	0	1	4	nt
N#CCCN(Cc1cccnc1)C(=O)c1sc2cc(F)ccc2c1Cl	-3	-7	-12	3.0	-4	13	0	-2	-20
COc1ccccc1NS(=O)(=O)c1ccc(C)c(C(N)=O)c1	-2	-3	1	3.9	1	21	3	-4	-7
CCOC(=O)CSc1nc2cc(S(=O)(=O)Nc3ccccc3OC)ccc2o1	-11	-11	48	14	0	9	19	14	-9
COCCN(Cc1ccccc1)P(=O)(O)c1ccccc1OCC(=O)O	11	-5	-1	-0.2	-2	5	8	-13	-6
Cc1ccc(C)c(N2CCN(S(=O)(=O)c3c(C)[nH]c(C)c3C(=O)N3CCCC3)CC2)c1	-14	-3	-29	3.1	-1	20	10	-10	-15
O=C(C1CC1)N1CCc2cc(S(=O)(=O)N3CCN(c4ccccc4)CC3)ccc21	2	-6	-11	-0.3	-3	5	-2	-9	-2
CC(=O)N1CCN(C(=O)COC(=O)CNC(=O)c2ccccc2C)CC1	-6	-10	-12	0.7	-3	4	1	-12	0
CCCOC1CCCN(C(=O)c2ccc(OC3CCN(C(=O)COC)CC3)cc2)C1 (stereo not drawn)	7	-11	-35	0.2	4	-5	2	-1	-6
CCc1ccc(S(=O)(=O)c2cn(C)c3cc(OC)c(OC)cc3c2=O)cc1	-2	-6	-32	-0.4	-3	-6	0	-10	-28
O=C(NCCCN1CCCC1=O)Nc1ccc([N+](=O)[O-])cc1	-12	-9	-1	1.9	-2	11	0	-12	0
O=C(/C=C1\NC2(CCCC2)Cc2ccccc21)C(=O)N/N=C/c1ccc(O)c(O)c1	0	-9	33	1.2	17*	8	1	-11	-6
CCCOc1ccccc1C1C(C(=O)OC)=CN(C(C)C)C=C1C(=O)OC	-6	2	6	-0.8	-8	-2	0	-5	-25
CC1(C)CC(=O)N(CC(=O)O)c2ccccc2S1	-8	-2	7	0.1	-1	16	1	1	0
COC(CNS(=O)(=O)c1cccc2nonc12)OC	-7	0	0	1.1	-4	19	2	-6	8
COc1cc(NC(=O)CSc2nnc3ccccn23)cc(OC)c1OC	-5	nt	-9	0.9	-2	19	1	-7	nt
COc1ccc(CNC(=O)c2nn(C)c3c2CS(=O)(=O)c2ccccc2-3)cc1	-2	-5	-3	4.5	-3	-14	2	-5	-1
COc1ccc(NC(=O)C2C(=O)N(C)C3(C)CC2c2ccccc2O3)cc1 (stereo not drawn)	-6	-13	-19	1.4	-3	9	2	-10	-15
CCn1c(SC(C)C(=O)Nc2ccc(N3CCOCC3)cc2)nnc1-c1ccco1 (stereo not drawn)	3	-6	4	1.2	-2	15	0	-4	-14
COc1cccc(CN(CC(=O)NCC2CCCO2)C(=O)CCC(=O)Nc2cc(C)on2)c1 (stereo not drawn)	6	4	3	-0.2	-4	5	4	-4	-12
